A3G deaminase – inhibitors of human APOBEC3G DNA deaminase | Q9HC16 | recombinant A3G, ssDNA deamination FAM/TAMRA fluorescence | inhibition, % at 20 µM | actives 0.28% (n = 330,000) | AID 493012;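 active = inhibition of at least 40% at 20 µM, with no more than 30% in the related APOBEC3A deaminase screen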;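 note: plate controls were DMSO wells with A3G for no effect and wells lacking A3G enzyme for full effect; some compounds called inactive have numbers as strong as hits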
Gli-Sufu antag – blocks Gli-Sufu signaling in a luciferase reporter; actives 0.74% (n = 340,000); AID 588413; inhibition, % at 5 µM; Sufu-KO-LIGHT fibroblasts, Gli luciferase reporter luminescence;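 active = inhibition above about 55%, limit read from the data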;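 note: 0% = DMSO-treated cells and 100% = wells with medium but no cells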
MPTP block – blocks calcium-induced mitochondrial swelling; isolated mouse mitochondria, Ca2+ swelling absorbance, 30 min; inhibition, % at 10 µM; actives 1.4% (n = 360,000); AID 602449;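 active = inhibition of 50% or more, scaled per plate between neutral and stimulator controls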;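 note: 0% = DMSO wells given calcium and 100% = 1 mM EGTA wells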
NR3A LBD binder – modulates the human NR3A ligand-binding domain | NR3A LBD differential scanning fluorimetry, Tm shift; 0% = protein alone, 100% = glycine-bound protein | Tm shift relative to glycine control, % at 25 µM | actives 2.5% (n = 340,000);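 active = melting temperature shift of at least 10% of the positive control shift, at one fixed dose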
APOBEC3A inh – human APOBEC3A DNA deaminase inhibition. P31941. recombinant A3A, FAM/TAMRA ssDNA deamination fluorescence. inhibition, % at 20 µM. actives 0.41% (n = 330,000). AID 493011;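 active = at least 40% inhibition at 20 µM here, with at most 30% in a related deaminase screen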;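 note: plate controls were A3A with DMSO for no effect and wells lacking A3A enzyme for full effect; some results filed as inactive read as strong as hits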
Target sequence (P31941 whole entry, looked up): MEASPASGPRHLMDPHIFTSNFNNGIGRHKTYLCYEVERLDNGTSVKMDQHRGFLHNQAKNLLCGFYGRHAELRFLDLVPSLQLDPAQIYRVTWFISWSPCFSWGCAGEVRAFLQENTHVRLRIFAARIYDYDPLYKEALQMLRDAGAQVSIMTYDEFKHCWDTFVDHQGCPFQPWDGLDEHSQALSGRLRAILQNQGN
EBI2 block – blocks human EBI2 receptor beta-arrestin signaling; P32249; EBI2 beta-arrestin recruitment, luminescence, 7a,25-OHC stimulated; inhibition, % at 5 µM; actives 0.81% (n = 360,000); AID 651636; in the data active = inhibition above about 38%;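 note: enzyme fragment complementation signal reports receptor beta-arrestin coupling in cells; 0% = agonist plus DMSO wells and 100% = wells without agonist; some results beyond the cut were filed as inactive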
Target sequence (P32249 whole entry, looked up, the tested form may be a part): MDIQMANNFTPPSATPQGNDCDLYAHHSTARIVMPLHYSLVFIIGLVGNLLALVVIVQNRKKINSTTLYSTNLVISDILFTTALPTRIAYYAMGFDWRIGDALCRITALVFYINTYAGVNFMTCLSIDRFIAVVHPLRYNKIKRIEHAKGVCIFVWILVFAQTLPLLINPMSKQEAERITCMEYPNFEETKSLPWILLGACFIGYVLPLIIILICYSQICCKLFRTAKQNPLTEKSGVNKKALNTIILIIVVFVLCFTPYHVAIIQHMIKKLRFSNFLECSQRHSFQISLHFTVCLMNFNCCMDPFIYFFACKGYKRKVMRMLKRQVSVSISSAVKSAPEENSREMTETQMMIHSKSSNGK
CCR6 antagonist – CCR6 (human) receptor antagonism | P51684 | CHO-K1 CCR6 PathHunter beta-arrestin, luminescence, CCL20-stimulated | inhibition, % at 20 µM | actives 0.49% (n = 340,000) | AID 493098;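 active = compounds whose inhibition of the agonist-driven luminescence signal at 20 µM reaches about 50%, limit read from the data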;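 note: cells stimulated with CCL20 at 14 nM final; plate controls were DMSO with CCL20 for no effect and DMSO without agonist for full effect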
Target sequence (P51684 whole entry, looked up): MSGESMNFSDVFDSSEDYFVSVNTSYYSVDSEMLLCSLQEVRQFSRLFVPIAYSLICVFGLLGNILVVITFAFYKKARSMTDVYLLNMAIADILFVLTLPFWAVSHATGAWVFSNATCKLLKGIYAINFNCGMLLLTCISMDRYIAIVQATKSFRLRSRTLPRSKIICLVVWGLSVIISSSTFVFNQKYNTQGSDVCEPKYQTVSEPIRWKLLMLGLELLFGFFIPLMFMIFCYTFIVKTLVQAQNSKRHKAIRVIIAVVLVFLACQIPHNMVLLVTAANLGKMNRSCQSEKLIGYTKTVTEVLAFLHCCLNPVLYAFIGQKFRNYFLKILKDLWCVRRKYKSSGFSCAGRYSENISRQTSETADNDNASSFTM
CXCR6 inh – blocks human CXCR6 beta-arrestin recruitment. CHO-K1 PathHunter CXCR6 beta-arrestin, luminescence. inhibition, % at 20 µM. actives 0.36% (n = 360,000). AID 602244; in the data active = inhibition above about 34%, passing the limit was not always enough;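 note: antagonist mode with CXCL16 agonist at 10 nM final; 0% = 10 nM CXCL16 with DMSO and 100% = unstimulated wells without agonist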
An asterisk follows results filed as active; . = no result given. Some of the compounds tested; the hit share may differ from the screen's.

SMILES	A3G deaminase	Gli-Sufu antag	MPTP block	NR3A LBD binder	APOBEC3A inh	EBI2 block	CCR6 antagonist	CXCR6 inh
CN(C)c1ccc(/C=C2\CC3C4CC=C5CC(O)CCC5(C)C4CCC3(C)C2=O)cc1 (centres undefined)	-3	-3	1.7	5	-2	29	1	-7
O=C(COc1ccc(Br)cc1)N1CCN(Cc2c[nH]c3ccccc23)CC1	-10	.	20	-10	-3	81*	-5	-3
CC(=O)OC1CC[C@]2(C#N)[C@H]3CC[C@]4(C)[C@H](C5C=CC(=O)O5)CCC4(O)C3CCC2(O)C1 (some centres undefined)	-8	2	-1.4	0	-3	-12	-6	-2
CCc1ccc2c(CN3CC=C(c4ccccc4)CC3)cc(=O)oc2c1	-8	1	0.7	-3	1	-2	-2	1
O=C1NC(=O)N(Cc2ccccc2)C(=O)/C1=C/c1cnc(-c2ccccc2)nc1	-4	5	-0.7	-2	-1	5	-21	-6
C[C@]12CCC(=O)C=C1CC[C@@H]1C2CC[C@]2(C)C(=O)CCC12 (some centres undefined)	-3	10	-0.9	-1	3	-12	1	-4
COc1ccc(NP(=O)(Oc2cccc(C)c2)Oc2cccc(C)c2)cc1OC	-8	-6	3.0	-1	-2	10	8	8
CCC(=O)O[C@H]1CC[C@H]2[C@@H]3CCC4=CC(=O)CC[C@]4(C)[C@H]3CC[C@]12C	.	9	1.4	0	.	3	-1	-3
Cc1nn(Cc2ccccc2)c(Cl)c1C(=O)NC1CCCc2ccccc21 (centres undefined)	-5	4	0.9	4	-3	7	11	-8
Cc1cccc(-n2c(O)c(/C=C/C=Nc3ccccc3)c(=O)[nH]c2=O)c1	-16	1	-5.6	-2	-7	-8	7	-8
CC(C)OCCCNC(=O)c1c(N)n(Cc2cccs2)c2nc3ccccc3nc12	-3	-1	2.0	5	-18	71*	-11	-1
O=[N+]([O-])c1ccccc1CNCCc1ccc(F)cc1	-4	-17	1.8	1	-2	-1	9	4
O=c1oc2ccccc2c(O)c1C(c1ccccn1)c1c(O)c2ccccc2oc1=O	1	-5	2.4	2	4	1	4	-4
CCOP(=O)(OCC)C(O)c1ccc(Br)cc1 (centres undefined)	-5	-3	-0.7	-8	-2	-20	-3	11
CSc1nnc([C@@H](N)Cc2ccccc2)o1	-10	0	-1.0	0	1	-2	8	1
COc1cc2[nH]c(=O)n(-c3ccc(C)cc3)c(=O)c2cc1OC	6	-15	-1.5	-1	6	-9	-7	4
CCOC(=O)C1(CCOc2ccccc2)CCN(C(C)CSC)CC1 (centres undefined)	-9	39	2.0	0	-4	-2	-1	6
c1cnc(OCCN2CC2)cn1	.	-9	-0.1	-1	.	-16	1	2
O=C(CN1CC(c2ccccc2)CC1=O)Nc1cccc(F)c1 (centres undefined)	3	-32	-1.3	-2	-4	-4	7	2
CCc1ccc(N2C(=O)NC(=O)/C(=C\c3cccn3CCOc3ccc(C(C)C)cc3)C2=O)cc1	0	-40	1.7	8	4	28	36	-8
CC(=O)Nc1ccc(OC(=O)N2CCCCC2)cc1	-2	10	1.4	-6	-2	-9	-24	-3
CC12CN3CCN(CC(C3)C1O)C2 (centres undefined)	-8	1	-4.1	0	-4	3	-12	-3
O=P(CN1CCN(c2ccccc2)CC1)(N1CCCCC1)N1CCCCC1	4	-8	-0.7	1	1	-1	6	3
Fc1ccc(C2NCCc3[nH]cnc32)cc1 (centres undefined)	-9	0	-1.4	0	-3	0	0	5
COc1ccc(CCn2c(O)c(C=NCCCn3ccnc3)c(=O)[nH]c2=O)cc1OC	-9	-1	2.5	1	2	-5	-2	-6

Random excerpt: 6 compounds from above, in no set order.
SMILES	A3G deaminase	Gli-Sufu antag	MPTP block	NR3A LBD binder	APOBEC3A inh	EBI2 block	CCR6 antagonist	CXCR6 inh
O=[N+]([O-])c1ccccc1CNCCc1ccc(F)cc1	-4	-17	1.8	1	-2	-1	9	4
CC(=O)Nc1ccc(OC(=O)N2CCCCC2)cc1	-2	10	1.4	-6	-2	-9	-24	-3
O=C1NC(=O)N(Cc2ccccc2)C(=O)/C1=C/c1cnc(-c2ccccc2)nc1	-4	5	-0.7	-2	-1	5	-21	-6
CC(=O)OC1CC[C@]2(C#N)[C@H]3CC[C@]4(C)[C@H](C5C=CC(=O)O5)CCC4(O)C3CCC2(O)C1 (some centres undefined)	-8	2	-1.4	0	-3	-12	-6	-2
O=P(CN1CCN(c2ccccc2)CC1)(N1CCCCC1)N1CCCCC1	4	-8	-0.7	1	1	-1	6	3
O=C(CN1CC(c2ccccc2)CC1=O)Nc1cccc(F)c1 (centres undefined)	3	-32	-1.3	-2	-4	-4	7	2

The list goes on:
SMILES	A3G deaminase	Gli-Sufu antag	MPTP block	NR3A LBD binder	APOBEC3A inh	EBI2 block	CCR6 antagonist	CXCR6 inh
Cc1ccccc1NC1=NCC(C)S1 (centres undefined)	-4	2	-0.1	1	0	1	2	-4
COc1cc(C)cc(CN2CC=C(c3ccccc3)CC2)c1O	-3	10	1.3	-4	-3	19	-4	-24
CC(=NCCc1ccccc1)c1c(O)n(C)c(=O)n(C)c1=O	-3	4	0.6	-1	-4	-10	-2	-2
COC(=O)CC1(CC(=O)OC)C(=O)NC(=O)NC1=O	-3	-1	0.4	-2	-1	9	-7	-2
C[C@]12CCC3[C@@H](CC[C@H]4C[C@@H](O)CC[C@]34C)C1CCC2=O (some centres undefined)	0	13	-0.5	.	-1	-13	2	2
Cc1c(NP(=O)(C(C)(C)C)C(C)(C)C)c(=O)n(-c2ccccc2)n1C	-4	-5	0.2	1	-3	4	5	-11
COC(=O)C1=C(c2ccccc2OCc2ccccc2)C[C@@H]2CC[C@H]1N2C(=O)NCc1ccccc1	-9	15	1.0	-2	0	34	23	25
CCSc1nnc([C@@H](N)Cc2c[nH]c3ccccc23)o1	-6	4	2.4	1	-3	-9	-6	-3
CCOc1ccc(-n2c(O)c(/C=C3\C=Nc4ccccc43)c(=O)[nH]c2=O)cc1	-3	7	0.0	2	-6	9	11	2
O=C(c1cccn2c(=O)c3cc(Cl)ccc3nc12)N1CCC2(CC1)OCCO2	-3	4	-2.6	0	-1	-5	7	-4
COc1ccc(CCNC2CCCCC2)cc1OC	-6	2	-0.3	-2	-2	-4	2	-14
O=c1[nH]c(O)c(N=Nc2cc([N+](=O)[O-])ccc2O)c(=O)[nH]1	.	-4	0.9	1	.	5	47	25
CC(C)[N+](C)(CCC(C(N)=O)(c1ccccc1)c1ccccc1)C(C)C	15	18	-2.8	-1	68*	2	-3	-2
CC(C)N1CCN(Cc2cccc([N+](=O)[O-])c2)CC1	-6	11	-0.6	-1	-2	-7	-22	-2
O=C(NC1CN2CCC1CC2)c1cc(Cl)c([N+](=O)[O-])c2nc[nH]c12 (centres undefined)	-4	10	0.2	4	-3	-14	14	-3
C[N+]1(C)C2CCC1CC(OC(=O)c1c[nH]c3ccccc13)C2 (centres undefined)	18	-3	-1.2	-1	72*	3	14	-6
CN1OC[C@@H]2CN[C@H](c3ccccc3Br)C[C@@H]21	.	-1	0.1	-1	.	0	-11	1
Cc1ccc(-n2c(O)c(C=NC3CCCCC3N)c(=O)[nH]c2=O)cc1C (centres undefined)	-5	6	-1.2	-1	-3	1	-13	4
O=C(CN1CCCCC1)Nc1ccc(Br)cc1C(=O)c1ccccc1Cl	-5	0	1.1	2	1	-12	14	1
Cc1cccn2c(NCC3CCCO3)c(C(C)C)nc12 (centres undefined)	-4	6	2.3	0	-3	-1	6	-3
Cc1ccc(NP(=O)(c2ccccc2)c2nc3ccccc3s2)cc1 (centres undefined)	-6	-7	0.4	-3	-2	0	10	1
CSc1ccc(C(c2c(O)c3ccccc3oc2=O)c2c(C)n(C)n(-c3ccccc3)c2=O)cc1 (centres undefined)	-2	4	1.8	1	3	-5	17	-6
CN(C(=O)Oc1cccc2ccccc12)C1C=CCC1 (centres undefined)	.	-78	-0.6	-2	.	-14	-3	-8
CC1CCC[C@H](O)CCCCCc2cc(O)cc(O)c2C(=O)O1 (some centres undefined)	-11	-2	1.8	0	-3	20	9	-3
CC(=O)N(C1=NCCCS1)c1ccccc1F	-3	3	-1.3	-1	4	-11	-18	4

Remaining list, next part:
SMILES	A3G deaminase	Gli-Sufu antag	MPTP block	NR3A LBD binder	APOBEC3A inh	EBI2 block	CCR6 antagonist	CXCR6 inh
O=C1NC(=O)C(=Cc2cc(Cl)ccc2OCc2ccc(C(=O)O)cc2)C(=O)N1	-3	-4	0.4	-4	-1	3	-1	-2
CCOc1cc2c(cc1OCC)-n1cccc1C(c1cccc([N+](=O)[O-])c1)NC2 (centres undefined)	-4	-4	0.5	1	-3	-4	10	6
CCCC/C(=N/O)c1c(C)[nH]c2ccccc12	-12	-21	-0.3	-3	3	4	-2	-3
COc1ccc2c(c1)[C@@]13CCC=C[C@H]1[C@@H](C2)NCC3	-8	19	55*	1	-2	9	17	10
O=c1c2ccccc2nc(/C=C/c2ccc(O)cc2)n1-c1cccc(O)c1	-17	32	-0.5	-3	-9	17	22	-1
CCC(CO)Nc1ccc([N+](=O)[O-])c2cccnc12 (centres undefined)	-5	-2	9.3	1	1	-1	26	16
CCOP(=S)(OCC)Oc1ccc2c(C)c(Cl)c(=O)oc2c1	.	-1	-1.6	-6	.	0	22	-2
CCCC[N+]1(C)[C@@H]2CC(OC(=O)[C@H](CO)c3ccccc3)C[C@H]1[C@@H]1O[C@@H]12 (some centres undefined)	-4	-2	3.5	2	2	-1	1	13
Cn1c(O)c(C=NC2CCN(Cc3ccccc3)CC2)c(=O)[nH]c1=O	-8	5	3.5	0	-2	5	6	1
C[C@]12CCC3C(CC[C@H]4C[C@@H](O)CC[C@]34C)C1CC[C@@H]2N (some centres undefined)	6	9	3.4	5	5	-3	16	-3
CC(C)c1ccc(-n2c(O)c(C=NC(CCS(C)=O)C(=O)O)c(=O)[nH]c2=S)cc1 (centres undefined)	3	4	-0.9	0	-5	6	14	-9
CCc1ccc(NC2=NCCCS2)cc1	-9	0	0.3	-1	-3	-6	20	-4
O=C(O)c1ccccc1N=Nc1c(O)[nH]c(=O)[nH]c1=O	-7	1	0.8	-1	11	-6	15	0
COc1ccc(/C=C2/C(=O)NC(=O)N(c3ccc(C)c(C)c3)C2=O)cc1CN1C(=O)c2ccccc2C1=O	-1	3	4.6	-2	3	-3	12	-2
N[C@@H](Cn1oc(=O)[nH]c1=O)C(=O)O	-3	-2	-2.2	-1	-1	-4	-1	-2
Cc1ccc2c(c1)NP(=S)(Oc1ccccc1)N2 (centres undefined)	.	5	-0.2	-1	.	9	16	5
O=c1[nH]c(=S)n(Cc2ccc(F)cc2)c(O)c1C=NCC1CCCO1 (centres undefined)	1	-3	0.1	1	1	5	4	10
O=P(O)(Oc1ccccc1)c1ccccc1	.	8	-0.2	0	.	1	-8	0
CCOc1cc(C=C2C(=O)NC(=O)NC2=O)ccc1OS(=O)(=O)c1ccccc1	-7	-4	0.8	-5	-5	-13	-13	-9
Cc1oc(-c2ccc(Cl)cc2)nc1CS(=O)CC(=O)N1CCC2(CC1)OCCO2 (centres undefined)	-3	-6	0.3	0	0	0	-10	-3
CC1[C@H]2Cc3ccc(O)cc3[C@]1(C)CCN2CCc1ccccc1 (some centres undefined)	-5	-18	-0.6	0	-2	-4	9	-5
C=CCn1c(O)c(C(C)=NCCN2CCOCC2)c(=O)[nH]c1=O	-5	-1	-0.3	3	-2	2	9	7
CCOC(=O)C(NC(C)=O)C(OC(C)=O)c1cccc(N(CCCl)CCCl)c1 (centres undefined)	-5	-1	1.2	0	1	2	3	6
CC12CC[C@H]3[C@@H](CCC4(O)C[C@H](O)CCC34/C=N/NC(=O)c3ccccc3[N+](=O)[O-])C1(O)CCC2C1=CC(=O)OC1 (some centres undefined)	-4	14	1.5	.	-2	-16	10	-5
CN1CCN(S(=O)(=O)c2cnc(Cl)c(Br)c2)CC1	-2	-2	1.9	0	2	-6	-24	0
CCCNC(=O)N1[C@H]2CC[C@@H]1C(C(=O)OC)=C(c1ccc(F)cc1F)C2	-5	6	0.7	-1	-2	2	7	0
COc1ccc(C(C)=O)cc1Cc1c(O)[nH]c(=S)[nH]c1=O	-4	-5	-0.3	2	-5	-2	-5	6
Cc1cccc(CN2CCCC(C(=O)c3cccc(OC(C)C)c3)C2)n1 (centres undefined)	-1	24	-0.7	2	0	-5	17	-3
